Anesthetic bind: candidate novel general anesthetic via apoferritin binding. Potency, µM (titrated, usually from 77.5 µM), for inactives: top-dose activity change, negative = displacement, usual class: inhibitors. apoferritin/1-aminoanthracene competitive binding, fluorescence. actives 0.074% (n = 350,000). P02791; also: potency is read from the fitted curve at half-maximal effect; % is scaled to controls: 0 for no effect and ±100 for the full control effect; nearly all actives have a fitted effect of over 20% in size
Target sequence (P02791 2-175 limits assumed): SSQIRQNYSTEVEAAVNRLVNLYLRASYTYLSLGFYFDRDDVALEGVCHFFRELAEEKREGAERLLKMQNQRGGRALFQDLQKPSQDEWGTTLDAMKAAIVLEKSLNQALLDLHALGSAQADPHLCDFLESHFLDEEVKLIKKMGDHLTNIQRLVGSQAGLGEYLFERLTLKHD
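Probe: 1-aminoanthracene (50% saturated, PBS). Protein: horse-spleen apoferritin, 10 uM. Incubation: 10 min, room temperature. Detection: 380 nm excitation, 535 nm emission. Analysis: normalized response, four-parameter Hill.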
LDHA inh: blocks human lactate dehydrogenase A. purified LDHA, NADH/diaphorase-resazurin fluorescence; hits give low values. activity change, % (values are at about 110 or 230 µM). actives 0.15% (n = 480,000); in the data active = activity change below about -30%; inconclusive = mostly about -25% to -30%;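 also: plate controls were DMSO wells for no effect and wells without enzyme for full effect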
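Enzyme activity of human lactate dehydrogenase 5 (2 nM; 0.06 mM NADH, 0.2 mM pyruvate, 5 min, RT) is measured via a resazurin/diaphorase fluorescence readout of residual NADH.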
RGS4 inhibitor: blocks human RGS4-accelerated GTP hydrolysis. P49798. Transcreener GDP fluorescence polarization, RGS4-accelerated GTP hydrolysis. Potency, µM (highest dose often 114 µM), for the others: at the top dose activity change, negative = inhibition, usual class: inhibitors. actives 0.039% (n = 390,000). AID 504845; also: potency is read from the fitted curve at half-maximal effect; % is scaled to controls: 0 for no effect and ±100 for the full control effect; nearly all actives have a fitted effect of over 75% in size; some results filed as inactive show a strong effect at the top dose
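MLSMR compounds (23 nl, pin-transferred) preincubated 10 min at room temperature with a 500nM (2x) first reagent, then RGS4 at 900nM (2x) plus Transcreener GDP mix added; fluorescence polarization (620/688 nm) read before and after 90 min at 30 °C.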
Pol eta inh: blocks human DNA polymerase eta activity; Q9Y253; recombinant Pol eta, fluorescent DNA replication assay; Potency, µM (doses to about 114 µM), for the others: at the top dose activity change, negative = inhibition, usual class: inhibitors; actives 1.2% (n = 390,000); AID 588591; also: potency is read from the fitted curve at half-maximal effect; % is scaled to controls: 0 for no effect and ±100 for the full control effect
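Fluorescent replication assay: 50 nM final substrate added after a 15 min room-temperature compound preincubation with 10 nM enzyme. Signal taken at 0 min and again at 10 min.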
ALOX12 inh: blocks human arachidonate 12S-lipoxygenase; AID 1671190; Potency, µM (top dose mostly 108 µM), for the others: at the highest dose activity change, negative = inhibition, usual class: inhibitors; purified 12hLO, xylenol orange hydroperoxide absorbance; P18054; actives 1.1% (n = 580,000); also: potency is read from the fitted curve at half-maximal effect; % is scaled to controls: 0 for no effect and ±100 for the full control effect
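Purified human 12hLO at 150 nM in 25 mM Hepes, 0.01% Triton X-100, pH 7.0, preincubated 15 min at room temperature with compound. Reaction started with 40 uM arachidonic acid, 30 min at room temperature. Hydroperoxide measured by Fe-xylenol orange, 573/405 nm absorbance ratio.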
Pol kappa inh: blocks human DNA polymerase kappa activity. purified Pol kappa, fluorescent DNA synthesis assay, 10 min. Q9UBT6. AID 588579. actives 0.53% (n = 400,000). Potency, µM (series often up to 107 µM), for inactives: at the highest dose activity, negative = inhibition, hits mostly inhibitors; also: potency is read from the fitted curve at half-maximal effect; % is scaled to controls: 0 for no effect and ±100 for the full control effect
Target sequence (Q9UBT6 whole entry, looked up): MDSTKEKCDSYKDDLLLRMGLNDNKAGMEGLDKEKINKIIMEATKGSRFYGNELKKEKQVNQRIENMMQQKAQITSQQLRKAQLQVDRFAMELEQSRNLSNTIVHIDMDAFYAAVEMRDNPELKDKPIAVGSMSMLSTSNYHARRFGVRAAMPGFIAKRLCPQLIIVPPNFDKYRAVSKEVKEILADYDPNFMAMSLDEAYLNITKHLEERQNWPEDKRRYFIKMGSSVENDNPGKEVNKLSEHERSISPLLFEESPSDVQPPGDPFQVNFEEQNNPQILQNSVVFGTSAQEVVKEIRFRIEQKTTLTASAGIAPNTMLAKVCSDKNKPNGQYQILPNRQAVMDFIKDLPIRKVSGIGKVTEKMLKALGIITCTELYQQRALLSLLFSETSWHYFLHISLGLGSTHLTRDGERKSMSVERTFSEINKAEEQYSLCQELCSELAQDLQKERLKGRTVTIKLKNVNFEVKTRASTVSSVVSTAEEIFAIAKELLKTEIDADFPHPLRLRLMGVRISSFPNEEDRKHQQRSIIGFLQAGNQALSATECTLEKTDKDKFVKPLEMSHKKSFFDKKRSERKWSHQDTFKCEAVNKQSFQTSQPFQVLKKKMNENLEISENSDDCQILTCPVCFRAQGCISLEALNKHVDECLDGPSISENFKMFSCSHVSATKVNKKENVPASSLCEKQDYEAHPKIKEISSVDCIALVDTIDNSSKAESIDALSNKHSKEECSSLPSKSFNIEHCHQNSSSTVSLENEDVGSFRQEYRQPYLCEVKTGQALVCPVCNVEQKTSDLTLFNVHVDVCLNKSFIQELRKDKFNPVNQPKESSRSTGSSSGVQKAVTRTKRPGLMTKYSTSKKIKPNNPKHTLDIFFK
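Kinetic fluorescence readout at 0 and 10 min followed reaction start with substrate at 50 nM final. Beforehand, enzyme (10 nM Pol kappa) stood 15 min with compound at room temperature; buffer-only wells were negative controls.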
POLB inh: blocks human DNA polymerase beta activity; P06746; actives 1.3% (n = 340,000); Potency, µM (series often up to 114 µM), inactives show at the highest dose activity change, negative = inhibition, hits mostly inhibitors; Pol beta primer extension/strand displacement, fluorescence kinetic; also: potency is read from the fitted curve at half-maximal effect; % is scaled to controls: 0 for no effect and ±100 for the full control effect
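Preincubation: enzyme (10 nM) with compound, 15 min, RT. Reaction: substrate added to 50 nM final. Reads: 0 and 10 min. Analysis: normalized, Hill fit.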
APE1 inh: APE1 (human) endonuclease inhibition. recombinant APE1, TAMRA/BHQ-2 abasic DNA cleavage fluorescence. Potency, µM (top dose mostly 65.8 µM), for the others: top-dose activity change, negative = inhibition, usual class: inhibitors. actives 0.35% (n = 350,000);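 also: potency is read from the fitted curve at half-maximal effect; plate controls were vehicle for no effect and reference inhibitor for full effect; nearly all actives have a fitted effect of over 55% in size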
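Substrate: short duplex with […] THF abasic site, 5'-TAMRA and 3'-BHQ-2, 50 nM final. APE1 at 0.75 nM, preincubated 15 min RT with compound. Fluorescence increase from first to third read measured activity.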
ERG Ets-DNA blk: inhibitors of human ERG Ets domain-DNA interaction | actives 0.028% (n = 370,000) | P11308 | fluorescence polarization, His-ERG Ets domain / labelled DNA | Potency, µM (doses to about 76.9 µM), without a hit: at the top dose FP activity, negative = inhibition, usual class: inhibitors; active = well fitted inhibition curve with a large enough effect in the polarisation, with a control signal flat; inconclusive = small, poorly fitted or top-dose-only effect, or effect the other way, or a change in a side signal; inactive = no such curve, though single readings can be large or run the other way; the % refers to the polarisation;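 also: polarization taken with two DNA probes labelled with fluorescein and Texas red; potency is read from the fitted curve at half-maximal effect; % of control where 0% means no effect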
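His-tagged ERG Ets domain (1 uM in the protein solution; 300mM KCl, 50mM Tris-HCl, 1mM EDTA, 1mM DTT, pH 7.5) received compound, then a probe mix of 5 nM fluorescein-DNA and 100nM Texas-615-DNA. Fluorescence polarization was read for both dyes.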
An asterisk follows results filed as active; [ ] = remark or other dose. Unless noted, calls follow the shape of the dose curve; as a rule, active = well fitted curve in the direction sought with a large enough effect; inconclusive = small, poorly fitted or top-dose-only effect, or another doubt; inactive = no such curve, though single readings can be large; an effect the other way counts as inactive or inconclusive.

For Cc1ccc(C(=O)Nc2oc(-c3ccccc3)cc2C#N)cc1 the results were Anesthetic bind -5%, LDHA inh -4, RGS4 inhibitor -22%, Pol eta inh inconclusive, ALOX12 inh 142%[activator], Pol kappa inh -4%, POLB inh 44%, APE1 inh 7% and ERG Ets-DNA blk -9%.
`O=c1onc(-c2ccccc2)n1-c1cc(Cl)cc(Cl)c1` gave LDHA inh -5, RGS4 inhibitor 11%, Pol eta inh -8%, ALOX12 inh 221%[activator], Pol kappa inh 0% and ERG Ets-DNA blk 2%.
`CCOC(=O)c1c(-c2cccs2)csc1NC(=O)CC(C)C` gave Anesthetic bind -14%, LDHA inh 1, RGS4 inhibitor -26%, Pol eta inh 6%, ALOX12 inh 0%, Pol kappa inh -20%, POLB inh 5%, APE1 inh 25% and ERG Ets-DNA blk 3%.
Screening Cc1cccn2cc(CCNC(=O)c3cccs3)nc12 returned Anesthetic bind 4%, LDHA inh 0, RGS4 inhibitor 8%, Pol eta inh -26%, ALOX12 inh 0%, Pol kappa inh 0%, POLB inh -4%, APE1 inh 2% and ERG Ets-DNA blk 6%.
For O=C(NC(=S)N1CCN(C/C=C/c2ccccc2)CC1)c1cccnc1 the results were Anesthetic bind -1%, LDHA inh -2, RGS4 inhibitor -15%, Pol eta inh -12%, ALOX12 inh inconclusive, Pol kappa inh -17%, POLB inh 38%, APE1 inh 3% and ERG Ets-DNA blk -1%.
For COc1ccccc1-c1cc2nc(C)c(CCC(=O)NCc3cccc(Cl)c3)c(C)n2n1 the results were Anesthetic bind 158%[activator], LDHA inh -3, RGS4 inhibitor 13%, Pol eta inh -16%, ALOX12 inh -27%, Pol kappa inh -16%, POLB inh 0% and ERG Ets-DNA blk 1%.
Screening Cc1cc(NC(=O)CSC2=NS(=O)(=O)c3cc(Cl)ccc3N2)no1 returned LDHA inh -5, RGS4 inhibitor -4%, Pol eta inh -9%, ALOX12 inh inconclusive, Pol kappa inh -1%, APE1 inh -4% and ERG Ets-DNA blk 4%.
For COc1ccc(C2NCCc3cc(OC)c(OC)cc32)cc1OC (stereo not given) the results were Anesthetic bind -4%, LDHA inh 4, RGS4 inhibitor -1%[56.9 µM], Pol eta inh -10%, ALOX12 inh 0%, Pol kappa inh -3%, POLB inh 19%, APE1 inh 9% and ERG Ets-DNA blk 0%.
`O=c1n(S(=O)(=O)c2cccc3cccnc23)c2ccccc2n1S(=O)(=O)c1cccc2cccnc12` gave Anesthetic bind -7%, LDHA inh -2, RGS4 inhibitor -3%, Pol eta inh -8%, ALOX12 inh 0%, Pol kappa inh 5%, POLB inh 8%, APE1 inh -7% and ERG Ets-DNA blk -2%.
Screening Cc1ccc(Sc2c(C)nn(C(C)(C)C)c2OC(=O)CC(C)C)cc1 returned Anesthetic bind -5%, LDHA inh 3, RGS4 inhibitor 3%, Pol eta inh -7%, ALOX12 inh -29%, Pol kappa inh -8%, POLB inh 12% and ERG Ets-DNA blk -6%.
COc1ccc(S(=O)(=O)N2CCCCC2)cc1NC(=O)CCNC(=O)c1ccco1 was read as LDHA inh 4, RGS4 inhibitor -39%, Pol eta inh -19%, ALOX12 inh -5%, Pol kappa inh 0%, APE1 inh 56% and ERG Ets-DNA blk 5%.
`Cc1nn2c(=O)cc(COC(=O)c3ccc(NC(=O)COc4ccccc4F)cc3)nc2s1` gave Anesthetic bind -15%, LDHA inh 1, RGS4 inhibitor -40%, Pol eta inh 5%, ALOX12 inh -15%, Pol kappa inh -1%[60.1 µM], POLB inh -16% and ERG Ets-DNA blk -5%.

Three entries from above, sorted by heavy-atom count, largest number first.
Screening Cc1ccc(Sc2c(C)nn(C(C)(C)C)c2OC(=O)CC(C)C)cc1 returned Anesthetic bind -5%, LDHA inh 3, RGS4 inhibitor 3%, Pol eta inh -7%, ALOX12 inh -29%, Pol kappa inh -8%, POLB inh 12% and ERG Ets-DNA blk -6%.
Screening Cc1cc(NC(=O)CSC2=NS(=O)(=O)c3cc(Cl)ccc3N2)no1 returned LDHA inh -5, RGS4 inhibitor -4%, Pol eta inh -9%, ALOX12 inh inconclusive, Pol kappa inh -1%, APE1 inh -4% and ERG Ets-DNA blk 4%.
`O=c1onc(-c2ccccc2)n1-c1cc(Cl)cc(Cl)c1` gave LDHA inh -5, RGS4 inhibitor 11%, Pol eta inh -8%, ALOX12 inh 221%[activator], Pol kappa inh 0% and ERG Ets-DNA blk 2%.

Next structures
Screening O=C(CN(C(=O)c1ccccc1)N1C(=O)CCC1=O)c1cccs1 returned Anesthetic bind -9%, LDHA inh -2, RGS4 inhibitor -17%, Pol eta inh -13%, ALOX12 inh 3%, Pol kappa inh -8%, POLB inh 19%, APE1 inh 9% and ERG Ets-DNA blk -3%.
For COc1ccccc1Cc1noc(-c2cc(Cl)ccc2OC)n1 the results were Anesthetic bind 1%, LDHA inh 0, RGS4 inhibitor 15%, Pol eta inh -3%, ALOX12 inh 12%, Pol kappa inh -3%, POLB inh -1%, APE1 inh -8% and ERG Ets-DNA blk 5%.
`COc1cc(SC)ccc1C(=O)OC(C)C(=O)NC1CCCC1` (stereo not given) gave Anesthetic bind -4%, LDHA inh -5, RGS4 inhibitor 20%, Pol eta inh -5%, ALOX12 inh 1%, Pol kappa inh -17%, POLB inh -27%, APE1 inh -2% and ERG Ets-DNA blk 3%.
CCOC(=O)c1cccc(NC(=O)CN2CCN(c3ccc(OC)cc3)CC2)c1 was read as Anesthetic bind -16%, LDHA inh -2, RGS4 inhibitor 4%, Pol eta inh -21%, ALOX12 inh -54%, Pol kappa inh -10%, POLB inh 10%, APE1 inh -1% and ERG Ets-DNA blk -1%.
Screening Cc1ccc(NC(=O)CN(C)C(=O)CSc2nc3ccccc3c(=O)n2Cc2ccco2)cc1 returned Anesthetic bind -7%, LDHA inh -3, RGS4 inhibitor inconclusive, Pol eta inh -14%, ALOX12 inh 0%, Pol kappa inh -15%, POLB inh 30%, APE1 inh -5% and ERG Ets-DNA blk -2%.
For C/C(=N\NC(=O)C(N)=O)c1ccc(OC(F)F)cc1 the results were Anesthetic bind -8%, LDHA inh -6, RGS4 inhibitor 1%, Pol eta inh 3%, ALOX12 inh 1%, Pol kappa inh -11%, POLB inh 3%, APE1 inh -3% and ERG Ets-DNA blk -5%.
`Cc1cc(N2C(=O)C(=O)/C(=C(/O)c3ccc(F)cc3)C2c2ccc(F)cc2)no1` (stereo not given) gave Anesthetic bind -9%, LDHA inh 1, RGS4 inhibitor 8%, Pol eta inh 6%, ALOX12 inh -18%, Pol kappa inh -1%, POLB inh 4%, APE1 inh -4% and ERG Ets-DNA blk -1%.
For COc1ccc(N2CC(NC(=O)C3CCCCC3)CC2=O)cc1OC (stereo not given) the results were Anesthetic bind 0%, LDHA inh -2, RGS4 inhibitor 29%, Pol eta inh -17%, ALOX12 inh 4%, Pol kappa inh -10%[60.1 µM], POLB inh 20% and ERG Ets-DNA blk -4%.
Screening Cc1ccc2c(c1)C(C)CC(C)(C)N2C(=O)NC1CCCCC1 (stereo not given) returned Anesthetic bind -3%, LDHA inh 4, RGS4 inhibitor -1%, Pol eta inh -10%, ALOX12 inh 0%, Pol kappa inh -8%, POLB inh 11%, APE1 inh 0% and ERG Ets-DNA blk 4%.
Cc1ccc(S(=O)(=O)NC2=NCN(C3CCCCC3)CN2)cc1 was read as Anesthetic bind -17%, LDHA inh -4, RGS4 inhibitor 14%, Pol eta inh 1%, ALOX12 inh -25%, Pol kappa inh -18%, POLB inh 2%, APE1 inh -3% and ERG Ets-DNA blk 7%.
O=C(CSc1nnc(NC(=O)c2ccccc2F)s1)NCc1ccco1 was read as Anesthetic bind -1%, LDHA inh -3, RGS4 inhibitor -9%, Pol eta inh -4%, ALOX12 inh 5%, Pol kappa inh -20%, POLB inh 1%, APE1 inh -18% and ERG Ets-DNA blk -2%.
For CCOc1ccc(C2OC(=O)Cc3cc(OC)c(OC)cc32)cc1 (stereo not given) the results were Anesthetic bind -10%, LDHA inh 6, RGS4 inhibitor 5%, Pol eta inh 0%, ALOX12 inh 5%[57.4 µM], Pol kappa inh -4%, POLB inh 28% and APE1 inh -2%.
`COc1ccc(CCN2C(=O)C(O)=C(C(C)=O)C2c2ccccc2OC)cc1OC` (stereo not given) gave Anesthetic bind -7%, LDHA inh -11, RGS4 inhibitor -1%, Pol eta inh -11%, ALOX12 inh -12%, Pol kappa inh -8%, POLB inh -1% and APE1 inh 2%.
COC(=O)c1cc(S(=O)(=O)NCc2cccs2)c[nH]1 was read as Anesthetic bind -22%, LDHA inh 2, RGS4 inhibitor -6%, Pol eta inh -14%, ALOX12 inh 22%, Pol kappa inh 10%, POLB inh 26%, APE1 inh 88%[activator] and ERG Ets-DNA blk -17%.
Screening CSCCC(Nc1ccc(S(=O)(=O)N2CCOCC2)cc1[N+](=O)[O-])C(=O)OCC(=O)NCC(C)C (stereo not given) returned Anesthetic bind -3%, LDHA inh -2, RGS4 inhibitor -26%, Pol eta inh -19%, ALOX12 inh 2%, Pol kappa inh -6%, POLB inh 28% and APE1 inh -5%.

Only part of the results is shown; the hit share may differ from the screen's.
